MEKK3 PB1 HTS: modulators of MEKK3-MEK5 PB1 binding, primary screen, biochemical, wildtype MEKK3, multiplex bead flow cytometry, Alexa488-MEK5 | Mitogen-activated protein kinase kinase kinase 3 (Homo sapiens), Q99759 | bead-based flow cytometry, Alexa488-MEK5 binding to MEKK3; actives lie on both sides; 0 = blocked by unlabeled MEK5, 100 = vehicle | binding response (% of control), % at 10 µM | hit rate 1.4% among 290,000 | AID 1529, 2009;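 active = binding response more than 3 SD above or below the average of its plate-row segment, actives on both sides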;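 also: Alexa488 bead fluorescence after subtracting the streptavidin-only scavenger bead signal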
p-CIP stab down: p/CIP-EGFP fusion destabilizers, primary screen, fluorescence, F442A cells | Q05BA5 | 16 h | decrease of EGFP signal, % at 10 µM | hit rate 0.01% among 290,000 | AID 1984, 2009;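 active = EGFP signal decrease of at least 30% at 10 µM or well 3 SD below plate mean, unless failing retest; inactive = the rest, including hits failing retest or dose response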; also: some compounds called inactive have numbers as strong as hits; many of its hits are not listed in these tables
Target sequence (Q05BA5 1-1403): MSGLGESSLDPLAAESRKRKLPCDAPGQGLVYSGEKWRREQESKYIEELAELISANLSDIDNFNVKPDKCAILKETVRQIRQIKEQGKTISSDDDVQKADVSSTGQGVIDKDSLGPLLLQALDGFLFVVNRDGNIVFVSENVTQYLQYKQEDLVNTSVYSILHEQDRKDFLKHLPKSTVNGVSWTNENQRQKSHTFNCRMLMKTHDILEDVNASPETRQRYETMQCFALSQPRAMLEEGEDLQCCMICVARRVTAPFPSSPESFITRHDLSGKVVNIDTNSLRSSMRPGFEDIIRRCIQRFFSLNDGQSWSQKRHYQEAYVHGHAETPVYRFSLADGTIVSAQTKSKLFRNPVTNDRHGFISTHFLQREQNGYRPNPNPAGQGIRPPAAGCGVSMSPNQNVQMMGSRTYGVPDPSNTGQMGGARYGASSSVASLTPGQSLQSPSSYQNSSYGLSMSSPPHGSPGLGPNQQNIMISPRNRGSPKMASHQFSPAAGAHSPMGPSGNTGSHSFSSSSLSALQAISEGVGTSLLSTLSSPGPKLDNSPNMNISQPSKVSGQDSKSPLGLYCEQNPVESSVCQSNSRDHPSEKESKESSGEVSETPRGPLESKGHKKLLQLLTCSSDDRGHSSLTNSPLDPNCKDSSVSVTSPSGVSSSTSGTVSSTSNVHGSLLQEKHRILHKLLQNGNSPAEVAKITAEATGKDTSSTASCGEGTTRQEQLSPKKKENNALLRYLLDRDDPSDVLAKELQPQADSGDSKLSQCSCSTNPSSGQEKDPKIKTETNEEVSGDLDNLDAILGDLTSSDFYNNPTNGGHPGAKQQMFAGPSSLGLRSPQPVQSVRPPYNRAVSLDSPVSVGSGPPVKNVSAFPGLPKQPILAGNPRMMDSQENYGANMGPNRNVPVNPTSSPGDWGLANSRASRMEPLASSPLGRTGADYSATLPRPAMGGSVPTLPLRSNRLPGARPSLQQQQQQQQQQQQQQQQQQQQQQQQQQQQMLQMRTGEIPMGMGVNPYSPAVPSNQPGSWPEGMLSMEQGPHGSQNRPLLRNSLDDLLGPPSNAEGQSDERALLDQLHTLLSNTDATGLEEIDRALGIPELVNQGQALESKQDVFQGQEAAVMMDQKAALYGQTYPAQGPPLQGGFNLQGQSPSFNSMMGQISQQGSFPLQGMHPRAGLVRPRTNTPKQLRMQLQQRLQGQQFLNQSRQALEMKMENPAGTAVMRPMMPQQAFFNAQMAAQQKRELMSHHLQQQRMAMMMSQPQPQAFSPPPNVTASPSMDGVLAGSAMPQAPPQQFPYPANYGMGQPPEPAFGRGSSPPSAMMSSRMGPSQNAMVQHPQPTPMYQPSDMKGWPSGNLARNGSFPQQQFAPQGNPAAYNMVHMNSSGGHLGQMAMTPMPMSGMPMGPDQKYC
PHOSPHO1 inh: PubChem AID 1565 | hit rate 1.1% among 290,000 | inhibition, % at 13.3 µM | recombinant PHOSPHO1, absorbance phosphatase assay | Phosphoethanolamine/phosphocholine phosphatase (Homo sapiens), Q8TCT1; in the data active = inhibition above about 60%
CRFBP-R2 block: antagonists of CRF-BP/CRF-R2 complex, primary screen, cell-based, HEK293, calcium dye fluorescence, uHTS; AID 588475, 2011; hit rate 0.59% among 350,000; CRF-induced calcium fluorescence; inhibition, % at 11.8 µM;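 active = inhibition of the ligand-induced calcium signal above about 50% at the single tested concentration, limit read from the data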
CRFBP-R2 agonist: agonists of CRF-BP/CRF-R2 complex, primary screen, cell-based, HEK293, calcium dye fluorescence, uHTS; CRF-binding protein / CRF receptor 2 complex (human); hit rate 0.46% among 350,000; activation, % at 13.2 µM; calcium dye fluorescence (FLIPR); percent of saturating CRF peptide response; AID 588473, 2011;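 active = activation of at least 50%, plus an integration ratio under a set limit after plate pattern correction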;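 also: plate controls were neutral control wells without compound for no effect and CRF at EC100 for full effect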
IDE cell inh: human IDE inhibitors in live cells, primary screen, fluorescence polarization, HEK cells, FAbetaB substrate; Insulin-degrading enzyme (Homo sapiens), P14735; FAbetaB cleavage; inhibition, % at 5.59 µM; hit rate 0.41% among 320,000;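 active = percent inhibition above the average of all tested compounds plus 3 SD, set per screening campaign, cut at about 16% in these data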;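 also: IDE supplied by intact live HEK cells; FP after avidin binding of uncleaved biotin substrate so inhibition keeps polarization high; 0% = DMSO wells and 100% = 60 µM reference IDE inhibitor Ii1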
M4 PAM: human M4 muscarinic receptor positive allosteric modulators, primary screen, CHO-K1 cells, Fluo-8 calcium fluorescence | Muscarinic acetylcholine receptor M4 (Homo sapiens), P08173 | CHO-K1 hM4/Gqi5, ACh EC20; 0% = ACh EC20, 100% = maximal ACh | activation, % at 3 µM | hit rate 0.4% among 360,000;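 active = activation above its plate's cutoff, the mean activation of sample wells plus 3 SD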; also: some results filed as inactive read as strong as hits
GalR3 antag: GalR3 antagonists in HEK293 cells, primary screen, cell-based, fluorescence readout. hit rate 0.44% among 360,000. Galanin receptor type 3 (Homo sapiens), O60755. AID 651719, 2012. HEK293 GalR3-CNG cAMP membrane potential fluorescence; galR3 body fused to GalR1 C-terminus. inhibition, % at 3 µM;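 active = inhibition above the screen-wide average plus 3 SD, cut at about 13% in these data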;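 also: forskolin and galanin both at EC90 stimulate the cells; cAMP rise reported by CNG channel membrane potential dye signal; 0% = forskolin plus galanin with DMSO and 100% = forskolin alone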
IDE cell activ: human IDE activators in live cells, primary screen, fluorescence polarization, HEK cells, FAbeta-B substrate. FAbeta-B cleavage; 0% vehicle, 100% cell-free pure enzyme wells. activation, % at 5.96 µM. hit rate 0.073% among 340,000. AID 493087, 2011. Insulin-degrading enzyme (Homo sapiens), P14735;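 active = activation above the mean of all tested compounds plus 3 SD, set per screening campaign, cut at about 17% in these data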
Active calls of the source: *; x = no result given.

MEKK3 PB1 HTS	p-CIP stab down	PHOSPHO1 inh	CRFBP-R2 block	CRFBP-R2 agonist	IDE cell inh	M4 PAM	GalR3 antag	IDE cell activ	compound
96	-5	13	x	x	-2	x	-1	x	CCn1c(SCC(=O)N/N=C/C=C/c2ccccc2[N+](=O)[O-])nnc1-c1ccc(Cl)cc1
103	-11	-6	1	-1.2	-2	-4	0	3	CN(C)C(=O)COC(=O)c1ccccc1Nc1ccc(SC(F)F)cc1
102	-6	-11	-45	1.2	-3	2	2	-5	C=CCn1c(C)cc(C(=O)CN2C(=O)NC3(CCCc4ccccc43)C2=O)c1C (stereo unspecified)
x	x	x	16	-1.0	x	10	-6	0	COc1ccc(CCc2ccc3ccccc3n2)cc1
109	-4	24	1	1.1	-3	8	-11	1	O=C(/C=C/c1c(F)cccc1Cl)NCc1ccc2c(c1)OCO2
101	-4	-9	17	-0.5	8	-2	-1	-3	Cc1cccc(N2CCN(C(=O)c3ccc4nc[nH]c4c3)CC2)c1C
96	-18	48	-42	-0.1	6	0	-3	2	O=C(CNC(=O)c1ccccc1)NCCc1nc2ccccc2[nH]1
x	x	x	7	-0.5	1	1	-7	-4	CCOc1ccc(Oc2ccccc2NS(=O)(=O)c2ccc(CCC(=O)O)cc2)cc1
99	-24	12	-47	-1.6	-3	8	-1	-2	Cc1cc(NC(=O)/C=C/c2ccc(Cl)cc2)no1
92	5	8	6	-0.1	-3	16	2	-5	CN(C)c1ccncc1C(=O)Nc1ccc(F)cc1F
111	7	27	-19	5.1	x	11	-3	-2	COC(=O)c1cc(C)sc1NC(=O)CC1Nc2ccccc2NC1=O (stereo unspecified)
101	-8	26	2	2.6	-2	2	-2	0	NC(=O)C1CCN(C(=O)Cc2ccc(-c3ccccc3)cc2)CC1
104	-10	1	-7	2.4	-3	2	-5	0	Cc1cccc(NC(=O)C2CCN(c3nccc(C)n3)CC2)c1
98	2	13	-10	-0.8	13	-8	-11	1	OCC1(Cc2ccccc2C(F)(F)F)CCN(Cc2ccccc2)CC1
99	6	-44	-13	0.7	-3	-2	-2	1	CN(C(=O)COC(=O)c1cc(-c2ccco2)nc2ccccc12)C1CCS(=O)(=O)C1 (stereo unspecified)
103	-14	40	4	-1.5	3	9	-5	0	CN(C)c1ccc(C(=S)N2CCCCCC2)cc1
x	x	x	14	-1.1	19*	4	x	-6	CCc1sc(C(=O)Nc2nc(-c3ccccn3)cs2)cc1C
101	0	-38	11	-1.2	-3	-2	3	-6	S=c1nc(Cc2ccccc2)[nH]c2ccccc12
103	-4	102*	9	0.7	2	-7	-7	-10	Cc1ccc(C)n1-c1nc(=S)[nH][nH]1
110	-9	-14	-1	3.5	4	-4	6	2	Cc1ccc2c(c1)N(CCCC(=O)NCCCN1CCCC1=O)C(=O)CO2
102	-1	-6	3	-0.5	x	-3	-11	3	COc1ccc(N(C(=O)c2snc(C(N)=O)c2N)C(C(=O)NCc2ccccc2)c2ccc(O)cc2)cc1 (stereo unspecified)
x	x	x	2	-2.1	0	-3	-1	3	COc1cccc(-c2ccc3nnc(SCC(=O)N4CCCC4)n3n2)c1
103	1	11	-19	2.8	2	7	0	0	O=C(NC(=S)Nc1cc([N+](=O)[O-])ccc1Cl)c1ccccc1
x	x	x	-12	-0.4	-6	10	-2	7	Cc1ccccc1N=C1SCCN1C(=O)CN1C(=O)NC2(CCCC2)C1=O

Pulled by compound from the entries so far:
MEKK3 PB1 HTS	p-CIP stab down	PHOSPHO1 inh	CRFBP-R2 block	CRFBP-R2 agonist	IDE cell inh	M4 PAM	GalR3 antag	IDE cell activ	compound
110	-9	-14	-1	3.5	4	-4	6	2	Cc1ccc2c(c1)N(CCCC(=O)NCCCN1CCCC1=O)C(=O)CO2
x	x	x	-12	-0.4	-6	10	-2	7	Cc1ccccc1N=C1SCCN1C(=O)CN1C(=O)NC2(CCCC2)C1=O
104	-10	1	-7	2.4	-3	2	-5	0	Cc1cccc(NC(=O)C2CCN(c3nccc(C)n3)CC2)c1

Additional results
MEKK3 PB1 HTS	p-CIP stab down	PHOSPHO1 inh	CRFBP-R2 block	CRFBP-R2 agonist	IDE cell inh	M4 PAM	GalR3 antag	IDE cell activ	compound
104	-6	15	2	-0.4	1	-4	-5	-1	COCCNC(=O)CN1c2ccccc2CC1C (stereo unspecified)
105	0	-7	-88	1.1	5	-4	-6	x	CC(C)c1nc(C(=O)N2CCc3c([nH]c4ccccc34)C2c2ccccn2)cs1 (stereo unspecified)
102	-2	10	3	-1.6	5	-3	5	8	CC(C)(C)NC(=O)Nc1ccccc1C(N)=O
99	-3	-8	-2	-1.6	-4	4	-4	3	Cc1cc2nc[nH]c2cc1[N+](=O)[O-]
106	4	-2	4	0.4	-1	-2	-10	-1	Cc1ccc(C)c(NC(=O)CCN2CC(C)CC(C)C2)c1 (stereo unspecified)
101	-8	24	1	-0.3	-2	5	-4	-2	CC1=NOC(=O)/C1=C/c1ccc(O)c(Cl)c1
89	-17	3	-9	-0.4	2	-17	1	2	COc1ccc(OCC(O)CNC(=O)c2ccc(C)cc2)cc1 (stereo unspecified)
118	-5	-16	4	1.0	-2	3	0	5	CC(C)NC(=O)c1c2c(nc3ccccc13)CCCC2
106	-2	-13	17	-4.8	3	3	0	0	CCOc1ccc(-c2cc(N)n(S(=O)(=O)c3ccc(OC)cc3)n2)cc1
x	x	x	-5	0.0	x	16	-8	3	CN(CC(=O)Nc1ccc(Cl)c(C(F)(F)F)c1)C(=O)c1ccccc1SCC(=O)N1CCCC1
101	-15	10	15	-0.6	4	-4	5	3	CCc1cccc(NC(=O)C2CCN(S(=O)(=O)c3ccc4c(c3)CC(C)N4C(C)=O)CC2)c1 (stereo unspecified)
101	6	34	-2	0.8	1	-10	-5	1	CC(C)(C)C(=O)O/N=C(\N)Cc1ccc(-c2csnn2)cc1
99	4	8	-1	3.0	-2	19	-5	4	CCC(C)C(=O)Nc1ccc([N+](=O)[O-])cc1OC (stereo unspecified)
102	-6	40	-5	-1.3	2	-10	-6	3	OCCC1CN(Cc2cccc3nonc23)CCN1C1CCCCC1 (stereo unspecified)
94	0	-3	-12	-0.4	3	9	-1	7	CC(C)CC(NC(=O)CCl)c1ccccc1 (stereo unspecified)
119	-7	-21	4	0.4	1	-6	x	5	COc1ccc(CCNC(=O)CSc2cn(Cc3cccc(C)c3)c3ccccc23)cc1OC
93	-3	-4	7	-0.7	6	5	3	0	Cc1cc(O)c(C(C)C)cc1N=Nc1ccccc1C(=O)O
x	x	x	11	-0.4	x	2	-4	x	C[C@@H]1CN([C@@H](C)CO)C(=O)c2cc(NC(=O)C3CCCCC3)ccc2O[C@@H](C)CCCCO[C@@H]1CN(C)C(=O)CCCN(C)C
95	-2	-5	-29	0.9	8	9	-6	3	Cc1sc(NC(=S)NC(=O)C(C)(C)C)c(C(N)=O)c1C
109	-15	-10	x	x	4	x	x	x	Cc1ccccc1Nc1nc(-c2sc(NC(=O)c3cccc(Cl)c3)nc2C)cs1
103	-4	-17	-7	2.1	4	-5	-2	-7	Cc1ccc(Nc2nc(-c3sc(C)nc3C)cs2)cc1
101	-6	8	-11	-0.3	-1	-5	-4	7	CCOC(=O)C1(C/C(C)=N/NC(N)=O)CC(C)(C)OC1=O (stereo unspecified)
102	-19	41	18	0.1	9	10	0	1	COCc1cc(=O)n2[nH]c(-c3ccsc3-n3c(C)ccc3C)cc2n1
x	x	x	-3	-1.5	-3	5	-6	2	CC(C)CN(C(=O)C1CCC1)c1c(N)n(Cc2ccccc2)c(=O)[nH]c1=O
100	13	-11	0	-2.0	-3	3	1	0	O=C(CN1CCN(C(=O)c2ccco2)CC1)Nc1ccc(Cl)c(S(=O)(=O)N2CCOCC2)c1
100	-4	-5	-5	-0.5	-16	-11	-9	3	COc1ccc(NC(=O)C(c2ccc(OC)cc2)N(C)C(=O)Cc2cccs2)cc1 (stereo unspecified)
98	-8	46	1	1.1	0	8	-1	6	CCn1ncc(-c2csc(N)n2)c1C
98	1	2	32	-1.6	7	0	-11	5	COc1ccc(NC(=S)N(Cc2ccc(N(C)C)cc2)Cc2ccco2)cc1
132*	-7	-15	-3	-5.1	-3	-4	-3	-3	COc1ccc2c(c1)nc(SCC(C)O)n2C (stereo unspecified)
x	x	x	3	-0.6	-2	4	-6	2	CC1CCCCC1NC(=O)c1ccc(-n2cncn2)cc1 (stereo unspecified)
100	-22	47	-55	-0.5	0	0	-2	-1	CCN(CC)c1ccc(-c2nn3c(-c4n[nH]c5c4CCC5)nnc3s2)cc1
101	0	12	1	-0.3	-3	-8	2	3	Cc1ccc(NC(=O)c2ccc3nccnc3c2)c(C)c1
105	9	x	7	0.3	2	6	-5	7	NC1=NC(=O)/C(=C/c2ccc(Cl)cc2Cl)S1
101	-1	12	6	-2.2	2	9	-5	0	CCOC(=O)c1c(C)[nH]c(C(=O)CSc2nnc(C3CC3)n2N)c1C
99	-12	12	-8	0.9	5	8	-3	-5	CCCCn1c(=O)c2ccccc2c2ccccc2c1=O
104	-22	32	1	-1.0	1	-10	3	2	O=C(c1csc2ccccc12)N1CCN(c2ccc(Cl)c(Cl)c2)CC1
99	-9	14	-1	-0.4	-5	-2	-10	5	COc1cccc2cc(C(=O)N3CC(C)OC(C)C3)c(=O)oc12 (stereo unspecified)
99	12	48	-21	1.5	4	4	7	2	CCOC(=O)C1=CN(CC2CCCO2)C=C(C(=O)OCC)C1c1ccccc1C(F)(F)F (stereo unspecified)

Bioassay records deposited in PubChem by several laboratories.
